V1R ag counter = V1a receptor agonism, counter-screen for OXTR agonists. P37288. CHO-V1R cells, Fluo-8 calcium fluorescence, agonist mode; 0% DMSO, 100% 3 nM vasopressin. activation, % at 3 µM. 320,000 compounds, 0.25% hits. AID 2797;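 active = activation above the mean activation of all tested compounds plus 3 SD, per screening run, cut at about 20% in these data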;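 note: signal is peak over basal fluorescence ratio across a 100 second FLIPR read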
Target sequence (P37288 whole entry, looked up): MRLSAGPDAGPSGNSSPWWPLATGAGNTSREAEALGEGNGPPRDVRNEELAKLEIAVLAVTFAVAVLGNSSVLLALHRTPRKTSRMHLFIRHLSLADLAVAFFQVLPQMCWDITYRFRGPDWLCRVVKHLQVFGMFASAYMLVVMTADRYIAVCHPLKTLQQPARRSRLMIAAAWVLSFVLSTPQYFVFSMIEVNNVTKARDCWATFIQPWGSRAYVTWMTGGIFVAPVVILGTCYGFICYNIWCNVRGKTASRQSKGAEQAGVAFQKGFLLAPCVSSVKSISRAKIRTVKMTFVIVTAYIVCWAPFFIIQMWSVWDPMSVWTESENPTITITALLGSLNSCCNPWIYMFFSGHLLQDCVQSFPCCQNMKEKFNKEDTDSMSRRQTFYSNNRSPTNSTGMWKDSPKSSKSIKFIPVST
MEKK2mut PB1 HTS = signal of MEK5 binding to mutant human MEKK2 PB1 domain; AID 1530; percent response, % at 10 µM; 290,000 compounds, 0.35% hits; bead flow cytometry, Alexa488-MEK5 binding to MEKK2 mutant; in the data active = percent response above about 24%, passing the limit was not always enough; note: inactives centre near 1; some results filed as inactive read as strong as hits; reference of the scale not given here
OXTR potentiate = potentiators of human oxytocin receptor; CHO-OTR cells, Fluo-8 calcium fluorescence, potentiator mode; 0% = oxytocin EC15, 100% = EC100; activation, % at 3 µM; AID 2445; 320,000 compounds, 0.061% hits;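 active = activation above that plate's cutoff, the mean activation of tested compounds plus 3 SD, cut at about 6.6% in these data, passing the limit was not always enough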;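 note: 100% uses oxytocin at 75 nM as the full agonist control; some results filed as inactive read as strong as hits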
Target sequence (P30559 whole entry, looked up): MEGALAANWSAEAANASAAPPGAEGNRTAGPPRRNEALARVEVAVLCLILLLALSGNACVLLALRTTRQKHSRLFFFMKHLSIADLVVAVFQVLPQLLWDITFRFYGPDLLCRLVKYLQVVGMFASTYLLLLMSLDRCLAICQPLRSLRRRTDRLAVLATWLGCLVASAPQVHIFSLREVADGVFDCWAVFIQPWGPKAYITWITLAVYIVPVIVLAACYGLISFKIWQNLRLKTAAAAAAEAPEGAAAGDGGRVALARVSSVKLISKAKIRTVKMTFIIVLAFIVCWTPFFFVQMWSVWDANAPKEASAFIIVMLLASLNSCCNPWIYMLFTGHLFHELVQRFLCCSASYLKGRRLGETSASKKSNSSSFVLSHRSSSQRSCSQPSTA
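test system = CHO-OTR cells, human receptor | compound = single-point 3.0 µM | schedule = 6 min compound pre-incubation at room temperature, 100 s kinetic read | signal = Fluo-8 no-wash calcium dye fluorescence, excitation 470-495 nm, emission 515-575 nm | repeats = single well per compound, singlicate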
MEKK2wt PB1 HTS = raises or lowers MEK5 binding to wildtype human MEKK2 PB1 domain | Q9Y2U5 | bead flow cytometry, Alexa488-MEK5 binding to MEKK2 WT; actives lie on both sides | binding response (% of control), % at 10 µM | 290,000 compounds, 1.1% hits | AID 1531; in the data active = binding response below about 67% or above about 130%
OXTR agonist = agonists of human oxytocin receptor. CHO-OTR cells, Fluo-8 calcium fluorescence; normalized: DMSO 0%, oxytocin 100%. activation, % at 3 µM. 320,000 compounds, 0.32% hits;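 active = activation above the mean of all tested compounds plus 3 SD, cutoff set per screening run, cut at about 20% in these data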;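 note: peak over basal fluorescence ratio from a 100 s FLIPR kinetic read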
GalR3 antag = human GalR3 antagonism | O60755 | HEK293 GalR3-CNG cAMP membrane potential fluorescence; galR3 body fused to GalR1 C-terminus | inhibition, % at 3 µM | 360,000 compounds, 0.44% hits | AID 651719;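 active = inhibition above the screen-wide average plus 3 SD, cut at about 13% in these data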;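 note: forskolin and galanin both at EC90 stimulate the cells; cAMP rise reported by CNG channel membrane potential dye signal; 0% = forskolin plus galanin with DMSO and 100% = forskolin alone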
PfM18AAP inh = blocks P. falciparum M18 aspartyl aminopeptidase; recombinant PfM18AAP, H-Glu-NHMec fluorogenic cleavage; inhibition, % at 7.35 µM; 290,000 compounds, 1.2% hits;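 active = inhibition above the campaign mean inhibition over all tested compounds plus 3 SD, cut at about 28% in these data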;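 note: 0% = plate median of test compound wells and 100% = 2 mM ZnCl2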
NALP1 yeast inh = inhibitors of NALP1 inflammasome in yeast; inhibition, % at 10 µM; 280,000 compounds, 0.61% hits; S. cerevisiae NALP1/ASC/caspase-1 growth, X-gal OD620, 72 h; in the data active = inhibition mostly above about 24%, no sharp cut-off; inactive = mostly below about 32%; note: some compounds called inactive have numbers as strong as hits
GPR7 antag = antagonists of human GPR7 (neuropeptides B/W receptor 1) | P48145 | GPR7-expressing cells, fluorescence antagonist assay | inhibition, % at 4.4 µM | 290,000 compounds, 1.1% hits | AID 1861; in the data active = inhibition above about 16%, passing the limit was not always enough;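 note: cells stimulated with the agonist NPW; 0% = agonist with vehicle and 100% = vehicle without agonist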
Active calls of the source: *.

For CCCCCCCCCCC(=O)Nc1cccnc1 the results were V1R ag counter 3.0, MEKK2mut PB1 HTS -13.0, OXTR potentiate -9.8, MEKK2wt PB1 HTS 80.0, OXTR agonist 0.0, GalR3 antag 6.0, PfM18AAP inh -14.0, NALP1 yeast inh -5.0 and GPR7 antag 8.9.
For c1cncc(-c2nnc(SCc3cccc4ccccc34)o2)c1 the results were V1R ag counter 0.8, OXTR potentiate -2.2, OXTR agonist -0.7, GalR3 antag 4.1, PfM18AAP inh 7.4, NALP1 yeast inh -6.1 and GPR7 antag -4.6.
Screening CCCCN(C(=O)COC(=O)COc1c(C)cc(C)cc1C)c1c(N)n(CCC)c(=O)[nH]c1=O returned V1R ag counter 0.1, OXTR potentiate -2.6, OXTR agonist -0.6 and GalR3 antag -2.3.
Screening Cc1c(CC(=O)N[C@@H](C)C(=O)O)c(=O)oc2cc3occ(-c4ccccc4)c3cc12 returned V1R ag counter -0.6, MEKK2mut PB1 HTS 3.0, OXTR potentiate -12.1, MEKK2wt PB1 HTS 100.0, OXTR agonist -0.4, GalR3 antag -11.2, PfM18AAP inh 1.1, NALP1 yeast inh -2.7 and GPR7 antag -9.3.
For CN(CCC#N)C(=O)CSc1ncnc2sc(-c3ccccc3)cc12 the results were V1R ag counter 2.1, MEKK2mut PB1 HTS -1.0, OXTR potentiate -20.6, MEKK2wt PB1 HTS 99.0, OXTR agonist 1.9, GalR3 antag -3.1, PfM18AAP inh 1.1, NALP1 yeast inh 6.6 and GPR7 antag 4.1.
Screening COc1ccc(NC(=O)C2CC(=O)NC3=C2C(=O)CC(C)(C)C3)cc1 (configuration not stated) returned V1R ag counter 0.9, MEKK2mut PB1 HTS 3.0, OXTR potentiate -4.3, MEKK2wt PB1 HTS 99.0, OXTR agonist 0.5, GalR3 antag -1.0, PfM18AAP inh 2.0, NALP1 yeast inh -7.0 and GPR7 antag 11.8.
For Cc1cc(NC(=O)c2ccccc2Cl)ccc1NC(=O)c1ccccc1Cl the results were V1R ag counter 0.9, MEKK2mut PB1 HTS 2.0, OXTR potentiate -17.3, MEKK2wt PB1 HTS 104.0, OXTR agonist -0.5, GalR3 antag -3.4, PfM18AAP inh 1.5, NALP1 yeast inh 7.6 and GPR7 antag -17.5.
Screening CCc1noc(C)c1C(=O)NCCc1ccc(F)cc1 returned V1R ag counter -0.2, OXTR potentiate -0.9, OXTR agonist 0.1 and GalR3 antag -3.7.
For COc1cccc(COc2ccc(N(C)S(=O)(=O)c3ccccc3)cc2)c1 the results were V1R ag counter 3.0, MEKK2mut PB1 HTS -5.0, OXTR potentiate -5.5, MEKK2wt PB1 HTS 97.0, OXTR agonist 1.1, GalR3 antag -7.7, PfM18AAP inh 4.1, NALP1 yeast inh 1.7 and GPR7 antag -8.3.
CC1Cc2ccccc2N1CC(=O)Nc1ccc2c(c1)OCO2 (configuration not stated) was read as V1R ag counter -0.2, MEKK2mut PB1 HTS 7.0, OXTR potentiate -9.0, MEKK2wt PB1 HTS 102.0, OXTR agonist -1.1, GalR3 antag -8.3, PfM18AAP inh 2.2, NALP1 yeast inh -0.8 and GPR7 antag -7.7.
`Cc1ccc(NS(=O)(=O)c2cc(C(=O)O)ccc2Cl)cc1` gave V1R ag counter -0.1, MEKK2mut PB1 HTS 7.0, OXTR potentiate -7.6, MEKK2wt PB1 HTS 118.0, OXTR agonist -0.3, GalR3 antag -2.6, PfM18AAP inh 3.8, NALP1 yeast inh -12.2 and GPR7 antag -10.5.
Screening COc1cccc(NC(=O)C2CCCN2C(=O)Nc2cccc(F)c2)c1 (configuration not stated) returned V1R ag counter 0.4, MEKK2mut PB1 HTS 2.0, OXTR potentiate -5.6, MEKK2wt PB1 HTS 99.0, OXTR agonist -1.5, GalR3 antag -0.5, PfM18AAP inh 2.7, NALP1 yeast inh -1.1 and GPR7 antag -5.3.
CC(=O)Nc1nc2nc(-c3ccccc3)cc(-c3ccccc3)n2n1 was read as V1R ag counter -1.3, MEKK2mut PB1 HTS 0.0, OXTR potentiate -13.7, MEKK2wt PB1 HTS 92.0, OXTR agonist -0.5, GalR3 antag -3.3, PfM18AAP inh 4.7, NALP1 yeast inh 15.3 and GPR7 antag 2.8.
CC(Sc1nc2ccccc2s1)C(=O)Nc1nnc(C(C)C)s1 (configuration not stated) was read as V1R ag counter 1.3, MEKK2mut PB1 HTS 5.0, OXTR potentiate 1.8, MEKK2wt PB1 HTS 104.0, OXTR agonist -1.0, PfM18AAP inh -0.4, NALP1 yeast inh 31.9 and GPR7 antag 2.2.
For CC1Nc2ncnc(N3CCN(c4ccccc4)CC3)c2N(Cc2ccc(Br)cc2)C1=O (configuration not stated) the results were V1R ag counter 0.1, OXTR potentiate -13.4, OXTR agonist 0.3 and GalR3 antag -2.2.
`O=C(Cn1nc(C(=O)O)c2ccccc2c1=O)Nc1cc(Cl)cc(Cl)c1` gave V1R ag counter 3.1, MEKK2mut PB1 HTS -3.0, OXTR potentiate -12.7, MEKK2wt PB1 HTS 100.0, OXTR agonist 2.8, GalR3 antag -6.0, PfM18AAP inh -5.8, NALP1 yeast inh 17.8 and GPR7 antag -1.1.
`O=C(Oc1cccc(NC(=O)c2ccco2)c1)c1cccc(S(=O)(=O)N2CCCC2)c1` gave V1R ag counter 8.0, MEKK2mut PB1 HTS -4.0, OXTR potentiate -18.2, MEKK2wt PB1 HTS 91.0, OXTR agonist 3.2, GalR3 antag -6.2, PfM18AAP inh 0.0, NALP1 yeast inh -3.8 and GPR7 antag -1.6.
c1ccc(-c2csc(-c3cccnc3)n2)cc1 was read as V1R ag counter -1.2, MEKK2mut PB1 HTS -6.0, OXTR potentiate -22.4, MEKK2wt PB1 HTS 89.0, OXTR agonist -2.8, GalR3 antag -1.6, PfM18AAP inh -10.1, NALP1 yeast inh 6.5 and GPR7 antag 8.7.
Screening Cc1occc1C(=O)Nc1ccc([N+](=O)[O-])cc1Br returned V1R ag counter -1.5, MEKK2mut PB1 HTS 5.0, OXTR potentiate -7.2, MEKK2wt PB1 HTS 101.0, OXTR agonist -1.6, GalR3 antag -1.2, PfM18AAP inh -10.1, NALP1 yeast inh 21.8 and GPR7 antag -14.6.
Screening O=C(COC(=O)c1ccco1)Nc1ccc2c(c1)OCO2 returned V1R ag counter 0.9, MEKK2mut PB1 HTS 2.0, OXTR potentiate -6.4, MEKK2wt PB1 HTS 102.0, OXTR agonist -0.1, GalR3 antag 2.8, PfM18AAP inh -3.5, NALP1 yeast inh 16.1 and GPR7 antag 7.6.
`Cc1c(C(=O)Oc2cc(N)n(S(C)(=O)=O)n2)cccc1[N+](=O)[O-]` gave V1R ag counter 0.1, MEKK2mut PB1 HTS -3.0, OXTR potentiate -1.8, MEKK2wt PB1 HTS 96.0, OXTR agonist 0.3, GalR3 antag -2.4, PfM18AAP inh 3.3, NALP1 yeast inh 17.0 and GPR7 antag -1.1.
Screening Cc1ccc2cc(CN(Cc3ccccc3)Cc3nnnn3C3CCCC3)c(=O)[nH]c2c1 returned V1R ag counter -1.1, MEKK2mut PB1 HTS -1.0, OXTR potentiate -7.2, MEKK2wt PB1 HTS 92.0, OXTR agonist -0.9, GalR3 antag 3.5, PfM18AAP inh 5.9, NALP1 yeast inh -0.5 and GPR7 antag 2.2.
`CC(=O)N1CCSc2ccc(S(=O)(=O)NCCc3cccc(C)c3)cc21` gave V1R ag counter 11.1, MEKK2mut PB1 HTS -1.0, OXTR potentiate -15.4, MEKK2wt PB1 HTS 103.0, OXTR agonist 7.7, GalR3 antag -1.7, PfM18AAP inh -6.3, NALP1 yeast inh 7.7 and GPR7 antag 19.2.
`COc1cc(/C=N/NS(=O)(=O)c2ccc3ccccc3c2)ccc1OCCN1CCOCC1` gave V1R ag counter 0.4, MEKK2mut PB1 HTS 3.0, OXTR potentiate -10.4, MEKK2wt PB1 HTS 105.0, OXTR agonist 3.0, GalR3 antag 1.8, PfM18AAP inh -10.4, NALP1 yeast inh 25.1 and GPR7 antag -8.4.
O=C(NCCNC(=O)c1ccco1)c1cccc(F)c1 was read as V1R ag counter 1.8, MEKK2mut PB1 HTS 0.0, OXTR potentiate -16.1, MEKK2wt PB1 HTS 97.0, OXTR agonist 0.3, GalR3 antag -3.6, PfM18AAP inh 2.3, NALP1 yeast inh 2.9 and GPR7 antag -5.0.
`CCN(c1ccc(OC)cc1)S(=O)(=O)c1ccc2c(c1)CC(C)N2C(=O)C1CC1` (configuration not stated) gave V1R ag counter 4.5, MEKK2mut PB1 HTS 2.0, OXTR potentiate -12.3, MEKK2wt PB1 HTS 104.0, OXTR agonist 2.6, GalR3 antag -9.7, PfM18AAP inh -7.5, NALP1 yeast inh 15.0 and GPR7 antag 13.6.
Screening O=C(N/N=C\c1ccoc1)c1ccco1 returned V1R ag counter -0.2, MEKK2mut PB1 HTS 4.0, OXTR potentiate -4.1, MEKK2wt PB1 HTS 95.0, OXTR agonist -0.9, GalR3 antag -0.5, PfM18AAP inh 4.2, NALP1 yeast inh 16.1 and GPR7 antag -9.3.
CCOC(=O)C1CCN(C(=O)Cc2c(C(=O)O)n(C)c3ccccc23)CC1 was read as V1R ag counter 0.6, OXTR potentiate 3.7, OXTR agonist 0.4, GalR3 antag -5.2, PfM18AAP inh -1.8, NALP1 yeast inh 37.2 and GPR7 antag -12.4.
CCC(C)C(=O)Nc1c2c(nc3c1CCC3)CCCC2 (configuration not stated) was read as V1R ag counter 0.1, MEKK2mut PB1 HTS 2.0, OXTR potentiate -9.2, MEKK2wt PB1 HTS 102.0, OXTR agonist 0.3, GalR3 antag 1.3, PfM18AAP inh -10.1, NALP1 yeast inh 7.2 and GPR7 antag 0.2.
For Cc1c(C(=O)NCc2n[nH]c(=S)n2-c2ccc(F)cc2)cccc1[N+](=O)[O-] the results were V1R ag counter 0.7, MEKK2mut PB1 HTS -9.0, OXTR potentiate -15.2, MEKK2wt PB1 HTS 92.0, OXTR agonist -0.5, GalR3 antag -7.0, PfM18AAP inh 32.6*, NALP1 yeast inh 1.5 and GPR7 antag 8.1.
For COc1ccc(C(=O)NCCS(=O)(=O)N2CCc3ccccc3C2)cc1 the results were V1R ag counter -0.1, OXTR potentiate -6.0, OXTR agonist -0.9 and GalR3 antag -5.1.
Screening O=C(NC(=S)Nc1ccccc1[N+](=O)[O-])c1cncc(Br)c1 returned V1R ag counter 0.3, MEKK2mut PB1 HTS 8.0, OXTR potentiate -3.9, MEKK2wt PB1 HTS 113.0, OXTR agonist 1.4, GalR3 antag 1.0, PfM18AAP inh 11.0, NALP1 yeast inh -2.6 and GPR7 antag -13.8.

Taken from the results shown, 2 compounds:
`Cc1c(C(=O)Oc2cc(N)n(S(C)(=O)=O)n2)cccc1[N+](=O)[O-]` gave V1R ag counter 0.1, MEKK2mut PB1 HTS -3.0, OXTR potentiate -1.8, MEKK2wt PB1 HTS 96.0, OXTR agonist 0.3, GalR3 antag -2.4, PfM18AAP inh 3.3, NALP1 yeast inh 17.0 and GPR7 antag -1.1.
Screening Cc1ccc2cc(CN(Cc3ccccc3)Cc3nnnn3C3CCCC3)c(=O)[nH]c2c1 returned V1R ag counter -1.1, MEKK2mut PB1 HTS -1.0, OXTR potentiate -7.2, MEKK2wt PB1 HTS 92.0, OXTR agonist -0.9, GalR3 antag 3.5, PfM18AAP inh 5.9, NALP1 yeast inh -0.5 and GPR7 antag 2.2.

An unsorted share of the library, and some 4.1% of all compounds hit somewhere here.
